High-throughput results (PubChem)
Tn6 DDE FP = inhibitors of Tn6 peptide binding to human fibrin DD(E). P02675. Fibrin DD(E) TRITC-Tn6 fluorescence polarization displacement. inhibition, % at 8.3 µM. 0.21% of 370,000 active;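 active means inhibition above a per-campaign cutoff: mean of compounds within control limits plus 3 SD, cut at about 15% in these data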;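 further: 0% = median of all compound wells on the plate and 100% = blocking peptide control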
Target sequence (P02675 whole entry, looked up): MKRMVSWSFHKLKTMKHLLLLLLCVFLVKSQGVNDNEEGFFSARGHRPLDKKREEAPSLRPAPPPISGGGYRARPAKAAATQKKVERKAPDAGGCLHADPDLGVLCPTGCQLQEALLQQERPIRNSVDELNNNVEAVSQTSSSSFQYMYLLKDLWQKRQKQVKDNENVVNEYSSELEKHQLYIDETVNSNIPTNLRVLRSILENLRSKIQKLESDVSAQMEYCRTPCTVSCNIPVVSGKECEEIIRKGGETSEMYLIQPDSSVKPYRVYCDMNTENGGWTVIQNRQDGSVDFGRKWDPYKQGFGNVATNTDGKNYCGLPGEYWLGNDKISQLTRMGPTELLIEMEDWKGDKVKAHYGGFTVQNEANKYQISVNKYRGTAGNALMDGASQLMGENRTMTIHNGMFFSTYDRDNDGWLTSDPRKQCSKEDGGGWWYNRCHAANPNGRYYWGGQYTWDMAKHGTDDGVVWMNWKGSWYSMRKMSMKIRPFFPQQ
PLCg1 inh = blocks human PLC-gamma1 enzyme activity. 0.84% of 370,000 active. purified PLC-gamma1, fluorogenic substrate, fluorescence. inhibition, % at 12.2 µM. P19174; in the data active means inhibition above about 9.5%
ARFGAP1 inhibitor = inhibits rat ARF GTPase activating protein 1 | inhibition, % at 16.5 µM | 0.26% of 360,000 active | Q62848 | Arfgap1-stimulated ARF1 GTP hydrolysis, GDP FP detection | AID 651572;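 active means inhibition above a per-plate limit, mean inhibition of low control wells plus 3 SD, cut at about 25% in these data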;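 further: 0% = DMSO wells with enzyme and 100% = wells lacking Arfgap1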
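Material – truncated rat Arfgap1 GAP domain · Buffer or medium – HEPES-based buffer, pH 7.5 · Reagent – human ARF1(Δ1-17)-GTP substrate · Dosing – 16.5 µM single point, 1.26% DMSO · Schedule – GTP hydrolysis reaction 2 h at 25 °C · Technique – GDP detection by fluorescence polarization · Benchmarks – No-Arfgap1 wells (100%) versus DMSO full-reaction wells (0%) · Repeats – single replicate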
SIAE primary = human SIAE inhibition, primary screen; Q9HAT2; inhibition, % at 9.66 µM; 0.69% of 370,000 active; SIAE FP-Rh probe binding, fluorescence polarization;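 active means inhibition above a cutoff: mean of compounds within the control limits plus 3 SD of those, cut at about 17% in these data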;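 further: 0% = plate median of compound wells and 100% = probe without SIAE protein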
ASAP1 GAP inh = blocks human ASAP1-stimulated Arf1 GTP hydrolysis | Q9ULH1 | GDP FP detection | inhibition, % at 16.5 µM | 0.19% of 360,000 active; in the data active means inhibition above about 25%;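 further: 0% = vehicle with enzyme and substrate and 100% = no enzyme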
DDE Tn7 FP inh = inhibitors of Tn7 peptide binding to human fibrin DD(E). 0.13% of 370,000 active. inhibition, % at 8.3 µM. FP displacement of FITC-Tn7 peptide from fibrin DD(E); 0% = median of compound wells per plate;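 active means inhibition above the mean of compounds falling within the control limits plus 3 SD of them, cut at about 14% in these data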;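 further: 0% = plate median of compound wells and 100% = 10 µM Aha-Tn7 peptide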
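Assay system: Human fibrin DD(E) protein | Medium: Tris buffer with calcium and detergent, pH 7.8 | Reagent: 0.1 µM fluorescent Tn7 | Compound dosing: Single point at 8.3 µM | Times: 10 min preincubation, 3 h with tracer, room temperature | Detection: Fluorescence polarization of the labelled Tn7 tracer | Controls: Aha-Tn7 high control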
ADAM17 inh = ADAM17 inhibition, QFRET primary screen. 0.83% of 370,000 active. inhibition, % at 6.95 µM. P78536. recombinant ADAM17, EDANS/DABCYL FRET peptide cleavage;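 active means inhibition above the mean of compounds lying between control limits plus 3 SD, set per campaign, cut at about 8.5% in these data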;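 further: 0% = DMSO-only wells as the low control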
PLCb3 inh = blocks human PLC-beta3 enzyme activity. 0.18% of 370,000 active. Purified PLC-beta3, fluorogenic substrate, fluorescence. Q01970. inhibition, % at 12.2 µM. AID 720704; in the data active means inhibition above about 11%;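 further: 0% = median of compound wells on plate and 100% = full blocker control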
TDP2 inh = TDP2 (human) inhibition, absorbance primary screen; O95551; recombinant TDP2, T5PNP hydrolysis, p-nitrophenol absorbance 415 nm; inhibition, % at 12.8 µM; 0.34% of 370,000 active;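 active means inhibition above the mean of all tested compounds plus 3 SD, set per campaign, cut at about 25% in these data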;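 further: 0% = DMSO with enzyme and 100% = buffer with substrate but no TDP2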
Target sequence (O95551 whole entry, looked up): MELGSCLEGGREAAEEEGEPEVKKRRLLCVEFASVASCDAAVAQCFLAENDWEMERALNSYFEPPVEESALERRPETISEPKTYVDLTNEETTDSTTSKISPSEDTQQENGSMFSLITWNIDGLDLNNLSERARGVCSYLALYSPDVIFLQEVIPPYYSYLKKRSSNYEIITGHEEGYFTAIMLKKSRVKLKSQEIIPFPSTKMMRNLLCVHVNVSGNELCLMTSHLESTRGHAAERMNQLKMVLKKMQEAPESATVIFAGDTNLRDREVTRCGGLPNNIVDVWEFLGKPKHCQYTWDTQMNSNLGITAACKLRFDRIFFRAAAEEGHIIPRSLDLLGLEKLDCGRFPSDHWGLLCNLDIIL
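System: recombinant human TDP2 / Amount: 120 nM TDP2 per well / Also added: 5 mM T5PNP chromogenic substrate / Doses: 12.8 µM single point, 1% DMSO / Incubation: 2 h at 37 °C / Detection: p-Nitrophenol epi absorbance / Evaluation: % inhibition relative to enzyme-containing and enzyme-free wells / Repeats: singlicate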
ADAM10 inh = inhibitors of human ADAM10; O14672; recombinant ADAM10, EDANS/DABCYL FRET peptide cleavage, 3 h; inhibition, % at 7 µM; 0.62% of 370,000 active; AID 720582;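 active means inhibition above a per-campaign cutoff equal to the mean of compounds falling between control-based bounds plus 3 SD, cut at about 20% in these data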;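 further: 0% = DMSO wells while the 100% control is not disclosed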
Numbers without * were called inactive; i = inactive; & = joins results of further samples. Compounds were not picked by outcome, and some 3.6% of all compounds hit somewhere here.

DDE Tn7 FP inh	ADAM10 inh	Molecule	Tn6 DDE FP	ARFGAP1 inhibitor	PLCb3 inh	SIAE primary	PLCg1 inh	ADAM17 inh	ASAP1 GAP inh	TDP2 inh
-6	-7	COc1cccc(NC(=O)CSCC(=O)O)c1	0	17	-2	-5	3	-5	9	5
1	3	CC(C)CC(NC(=O)c1ccc(Cl)cc1)C(=O)OCC(=O)c1ccc2c(c1)NC(=O)CO2 (stereo not drawn)	-10	-8	-9	-5	-1	-5	1	9
2	0	Cc1cc(C)c(C(=O)/C=C/c2ccco2)c(=O)[nH]1	-2	8	-17	0	-14	-1	10	7
-9	-1	Cc1ccc2c(c1)N(CCCC(=O)NCCCN1CCCCC1)C(=O)CO2	-10	-5	3	1	0	0	12	5
5	-383	CC[C@]12c3[nH]c4cc(-c5ccco5)ccc4c3CCN1C(=O)[C@@H](CC(=O)NCc1ccc(OC)c(OC)c1)C[C@@H]2C(=O)N1CCN(C(=O)C2CC2)CC1	5	9	-366	-2	-289	-106	4	-8
5	6	CCc1nnc(NC(=O)CCC(=O)Nc2ccccc2)s1	-4	-8	0	-1	-1	-2	1	4
5	6	NC1=NC[C@H](CC2CCCCC2)N1CCc1cc(C(F)(F)F)cc(C(F)(F)F)c1	0	8	5	5	0	0	5	-10
-3	-4	CCN(CC)c1ccc(NC(=O)COC(=O)C23CCC(=O)N2c2ccccc2S3)cc1 (stereo not drawn)	-2	7	-1	6	6	-1	-12	2
2	-2	O=C(OCC(=O)N1CCc2ccccc21)C1=COCCO1	-1	13	1	2	-3	-3	5	-3
7	-5	Cc1ccc(-n2c(-c3ccco3)n[nH]c2=S)cc1	7	-3	0	4	-2	-2	-9	-5
-12&-3	-37&-31	CCCCNc1c(-c2cccc(SC(C)CC)c2)nc2ccc(Cl)cn12 (stereo not drawn)	0&1	-1&6	-222&-159	6&9	-126&-99	-10&-13	-3&-8	-15&2
-7	-6	CC(=O)N1CCN(Cc2nc3cc(NC(=O)C4CCCCC4)ccc3n2C)CC1	7	4	-10	0	-8	-2	7	2
2	3	Cc1cc(=O)[nH]c2c1c(C)nn2C1CCCCC1	-2	-3	3	2	2	0	-5	-4
7	1	CCCCN(C1CCS(=O)(=O)C1)S(=O)(=O)c1cc(C)ccc1C (stereo not drawn)	5	4	-3	6	1	2	13	5
3	-2	COc1cccc(NC(=O)N(C)C[C@H]2OCc3ccccc3-c3c(n(C)c4ccccc34)C(=O)N([C@H](C)CO)C[C@H]2C)c1	-2	20	1	4	3	3	14	4
2	-5	CC1CCN(C(=O)Cn2nnc(-c3ccc([N+](=O)[O-])cc3)n2)CC1	2	-9	-6	-5	2	-2	-1	7
3	0	CC1CN(/C=C/C(=O)C(F)(F)F)CC(C)O1 (stereo not drawn)	-4	-2	1	2	4	-2	5	2
-1	3	Cc1ccc(S(=O)(=O)N2CCN(C(=O)COC(=O)c3cccc(Cl)c3)CC2)c(C)c1	-3	-4	-3	-2	-1	0	-8	2
4	-10	O=C(Nc1ccc(Cl)cc1Cl)c1cccc(N2C(=O)C=CC2=O)c1	1	-7	-32	-26	-18	-5	-7	-12
-2	-2	Cc1cccc(OCCCC(=O)Nc2nccs2)c1	5	-3	3	-4	-2	-1	13	11
-14	42*	CCC(C(=O)OCC(=O)Nc1cc(Cl)cc(Cl)c1)c1ccccc1 (stereo not drawn)	-8	17	11*	-47	8	19*	19	-14
-10	-10	Cc1cccc(CN2CCC(C(=O)Nc3ccc(Oc4cccnc4)cc3)CC2)c1	-3	5	-2	3	4	3	11	-13
7	-1	CCOC(=O)C1CCN(C(=O)c2ccccc2NS(=O)(=O)c2ccc(F)c(F)c2)CC1	1	6	-3	-1	0	-2	5	1
4	-3	CCC(C)(C)NC(=O)c1cc(S(=O)(=O)N2CCCCC2)ccc1N1CCOCC1	2	-14	-4	4	-1	-2	8	3
-5	4	NC(=O)CC(NC(=O)c1ccccc1)c1ccc(NCc2ccccn2)c([N+](=O)[O-])c1 (stereo not drawn)	-1	10	-1	-2	-1	-3	8	12
-4	1	c1ccc(C[C@H]2CNCCN2CC2(c3ccccc3)CC2)cc1	0	-3	3	1	1	1	4	-10
-3	-3	COc1ccc(OCC(=O)Nc2cccc(-c3nc4ccccc4[nH]3)c2)cc1	-12	17	1	-75	-1	-1	12	2
4	8	C#CC[N+](C)(C)C(C#Cc1ccccc1)CC=C (stereo not drawn)	-3	10	6	1	8	1	-1	-2
3	-32	COc1cccc2cc(C(=O)NCc3ccccn3)c(=O)oc12	-5	-1	-192	-1	-150	-12	-6	-5
-2	0	Oc1cccc(-c2nc3c4c(ncn3n2)-c2ccccc2CC42CCCC2)c1	0	13	-3	-97	0	-4	3	4
5	-4	O=C1CCCN1CCC1CCCCN1Cc1nc(COc2ccccc2)no1 (stereo not drawn)	4	-3	1	3	0	-2	-14	14
-2	-3	O=C1CC(c2ccccc2)n2nc(N3C(=O)CCC3=O)nc2N1 (stereo not drawn)	0	-2	4	5	3	-1	5	1
7	-16	O=C(COC(=O)c1ccc(O)cc1)NCC1COc2ccccc2O1 (stereo not drawn)	-5	3	-6	-1	5	-1	5	1
-3	-20	COc1ccc(-c2nc3n(c(=O)c2C#N)CCS3)cc1OC	0	7	-280	-6	-193	-5	-5	-3
3	i	Cc1c(CC(=O)N2CCN(C(=O)C3COc4ccccc4O3)CC2)c(=O)oc2cc(O)c(Cl)cc12 (stereo not drawn)	-1	-6	i	1	i	i	0	2
-4	-1	O=C(c1cc(S(=O)(=O)N2CCOCC2)c(Cl)cc1Cl)N1CCCCC1	6	-5	3	4	3	-3	-2	2
0	2	COc1cccc(N2CCN(C(=O)C3CCN(S(=O)(=O)c4ccc5c(c4)CC(C)N5C(C)=O)CC3)CC2)c1 (stereo not drawn)	-5	3	3	-1	2	-2	-4	-5
4	3	O=C(CCN1C(=O)c2ccccc2C1=O)NNC(=O)c1ccc(Cl)cc1Cl	1	-6	-2	3	0	0	0	10
-7	9	COc1ccc(NC(=O)CSc2n[nH]c(N)n2)c([N+](=O)[O-])c1	-4	6	1	-1	1	0	4	-7
-7	-1	COc1ccc(C(=O)O)cc1S(=O)(=O)Nc1ccc(Oc2ccccc2)cc1	3	-7	-2	6	1	-5	10	3
-1	2	CN(O)/C=N/C(=S)Nc1ccc(Cl)cc1Cl	-6	1	4	10	1	-2	-7	5
0	1	COc1cc(/C=N/NC(=O)c2ccc(COc3cc(C)ccc3C(C)C)cc2)cc(OC)c1O	-1	-5	-13	22*	-13	0	2	-6

Structures shown so far that contain a CF3 group:
DDE Tn7 FP inh	ADAM10 inh	Molecule	Tn6 DDE FP	ARFGAP1 inhibitor	PLCb3 inh	SIAE primary	PLCg1 inh	ADAM17 inh	ASAP1 GAP inh	TDP2 inh
5	6	NC1=NC[C@H](CC2CCCCC2)N1CCc1cc(C(F)(F)F)cc(C(F)(F)F)c1	0	8	5	5	0	0	5	-10
3	0	CC1CN(/C=C/C(=O)C(F)(F)F)CC(C)O1 (stereo not drawn)	-4	-2	1	2	4	-2	5	2

Two entries from above, with values under each structure.
Order of results: DDE Tn7 FP inh | ADAM10 inh | Tn6 DDE FP | ARFGAP1 inhibitor | PLCb3 inh | SIAE primary | PLCg1 inh | ADAM17 inh | ASAP1 GAP inh | TDP2 inh
- O=C(c1cc(S(=O)(=O)N2CCOCC2)c(Cl)cc1Cl)N1CCCCC1
  -4 | -1 | 6 | -5 | 3 | 4 | 3 | -3 | -2 | 2
- COc1ccc(OCC(=O)Nc2cccc(-c3nc4ccccc4[nH]3)c2)cc1
  -3 | -3 | -12 | 17 | 1 | -75 | -1 | -1 | 12 | 2
